# VLA-4 inh: inhibition in a human VLA-4 binding assay; P13612; VLA-4 expressing cells, ligand binding flow cytometry; inhibition, % (about 7 µM as worked out from the volumes in the protocol); 330,000 tested, 0.2% active; AID 2557; in the data active = inhibition above about 50%
# GRK2 inh: inhibitors of human GRK2 displacing RNA aptamer; AID 488847; inhibition of aptamer binding, % at 10 µM; bead flow cytometry, FAM-aptamer displacement from GRK2; 330,000 tested, 0.59% active; P25098;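 active = inhibition of aptamer binding above 40%, roughly 3 SD of noise, on plates passing a quality check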;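 also: median bead fluorescence of bound FAM aptamer so fluorescent compounds give negative values; no value below 0 was filed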
# JMJD2C inh: inhibitors of human GASC-1 (JMJD2C) demethylase. GST-JMJD2C(1-420) H3K9me3 demethylation, DELFIA europium. 330,000 tested, 0.069% active. inhibition, % at 2.35 µM;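 active = more than half of a compound's replicate wells show inhibition beyond 50%, single wells judged on their own value; inconclusive = some, but no more than half, of replicates pass 50% inhibition; inactive = no replicate passes 50% inhibition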;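 also: signal counts dimethyl H3K9 product captured on neutravidin plate; 0% = median of DMSO wells and 100% = 0.3 times that DMSO median; strong numbers were not always called active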
# Target sequence (Q9H3R0 1-420 limits assumed): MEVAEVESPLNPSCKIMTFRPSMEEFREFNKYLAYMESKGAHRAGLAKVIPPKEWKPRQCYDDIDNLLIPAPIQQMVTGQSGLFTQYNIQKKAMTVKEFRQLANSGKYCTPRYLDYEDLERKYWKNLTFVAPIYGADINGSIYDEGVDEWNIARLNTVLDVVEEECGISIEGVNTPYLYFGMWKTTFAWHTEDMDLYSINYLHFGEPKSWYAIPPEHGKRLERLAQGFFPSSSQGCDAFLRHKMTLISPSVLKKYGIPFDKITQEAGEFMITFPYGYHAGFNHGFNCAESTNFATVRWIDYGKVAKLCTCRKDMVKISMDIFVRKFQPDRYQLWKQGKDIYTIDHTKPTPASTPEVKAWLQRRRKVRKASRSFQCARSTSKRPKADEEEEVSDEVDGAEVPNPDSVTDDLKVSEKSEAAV
# LAP4-GFP MLPCN: modulators of TOR pathway LAP4-GFP in S. cerevisiae; S. cerevisiae LAP4-GFP multiplex, flow cytometry GFP, 3 h; median GFP as percent of DMSO wells; GFP response vs DMSO, % at 10 µM; 320,000 tested, 0.34% active;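 active = GFP response vs DMSO above a set limit, about the screen mean plus 3 SD, cut at about 150% in these data; inconclusive = under 70 cell events counted for the yeast strain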
# MEP2-GFP yeast: yeast TOR pathway MEP2-GFP modulation. S. cerevisiae MEP2-GFP strain, flow cytometry GFP, 3 h; 100% = DMSO control level. GFP response vs DMSO, % at 10 µM. 330,000 tested, 0.51% active;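 active = GFP response versus DMSO above a set limit, roughly screen mean plus 3 SD, cut at about 180% in these data; inconclusive = fewer than 70 cells counted for a yeast strain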;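 also: median GFP fluorescence of the barcode-gated MEP2-GFP cells per well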
# AGP1 TOR yeast: alters AGP1-GFP fluorescence in TOR pathway yeast screen. S. cerevisiae AGP1-GFP multiplex flow cytometry, 3 h; GFP as percent of DMSO wells. GFP response vs DMSO, % at 10 µM. 320,000 tested, 0.02% active. AID 2066;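 active = GFP response relative to DMSO above a set limit, near screen average plus 3 SD, cut at about 150% in these data; inconclusive = fewer than 70 cells counted for the yeast strain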;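 also: median GFP channel fluorescence of the gated AGP1 strain per well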
# CIT2-GFP yeast: yeast TOR pathway CIT2-GFP modulation; AID 2029; S. cerevisiae CIT2-GFP strain, flow cytometry, 3 h; 100 means same as DMSO wells; 320,000 tested, 0.065% active; GFP response vs DMSO, % at 10 µM;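 active = GFP response relative to DMSO above a set limit, near the screen mean plus 3 SD, cut at about 150% in these data; inconclusive = Fewer than 70 cells measured for a yeast strain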;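 also: ratio of well median GFP fluorescence to mean of DMSO wells on the plate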
# RPL19A TOR yeast: alters RPL19A-GFP fluorescence in TOR pathway yeast screen; S. cerevisiae RPL19A-GFP strain, flow cytometry, 3 h; stronger effect = lower value; percent response vs DMSO, % at 10 µM; 330,000 tested, 0.3% active;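 active = percent response vs DMSO below 50%; inconclusive = fewer than 70 events counted for the yeast strain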;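 also: median channel GFP fluorescence of the barcoded RPL19A-GFP strain; ratio of sample median GFP to plate DMSO average so 100% = DMSO; lower means less RPL19A-GFP as with rapamycin TOR inhibition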
# An asterisk follows results filed as active; ? = inconclusive; nt = not tested or not shown.
VLA-4 inh	GRK2 inh	JMJD2C inh	LAP4-GFP MLPCN	MEP2-GFP yeast	AGP1 TOR yeast	CIT2-GFP yeast	RPL19A TOR yeast	canonical_smiles
9	6	7	86	92	90	80	95	Cn1nc(C(=O)OCc2ccc(F)cc2)c2ccccc2c1=O
9	4	-1	87	101	96	102	105	O=C(N/N=C/c1cccs1)c1cccc(S(=O)(=O)Nc2ccc(Cl)cc2)c1
-3	2	-9	94	95	83	105	99	COC(=O)/C(C#N)=C/c1c(N2CCCCCC2)nc2ccccn2c1=O
3	0	1	95	105	108	97	97	Cc1nn(CC(=O)NCc2cccnc2)c(C)c1[N+](=O)[O-]
2	9	1	102	102	94	100	99	COc1ccc(OC)c(COC(=O)c2cc([N+](=O)[O-])ccc2N2CCOCC2)c1
11	0	1	119	118	112	115	110	O=[N+]([O-])c1cc(-c2n(-c3ccccn3)c3ccccc3[n+]2-c2ccccn2)ccc1Cl
-2	1	-5	140	121	120	109	106	CC1CN(C(=O)c2ccccc2NS(=O)(=O)c2ccc(Cl)cc2)CC(C)O1 (stereo unspecified)
5	3	-19	101	98	99	98	97	Cc1cc(C)n(-c2nc3ccccc3nc2N2CCN(C(=O)c3ccc(Cl)cc3)CC2)n1
-7	3	75	101	104	98	106	105	COc1ccc(-n2nc(C(=O)NCC(=O)N3CCN(c4ccc(F)cc4)CC3)c3ccccc3c2=O)c(OC)c1
15	0	-1	98	94	98	95	94	COc1cccc(NC(=O)CN(c2cccc(OC)c2)S(C)(=O)=O)c1
-2	0	1	101	90	94	88	103	CSCCC(C(=O)NC1=NCCS1)N1C(=O)c2ccccc2C1=O (stereo unspecified)
4	3	5	94	100	93	98	95	O=C(CCn1nnc2ccccc2c1=O)NCC1CCC(C(=O)O)CC1 (stereo unspecified)
10	0	6	90	105	99	107	102	CCN(CC)CCn1cnc2c1c(=O)[nH]c(=O)n2Cc1ccccc1
25	1	-3	88	87	94	95	96	S=c1[nH]nc(Cc2cccs2)n1-c1cccc2ccccc12
30	1	4	101	106	103	100	99	CC1CCN(C(=O)CSc2nnc(Cc3cccn3C)n2-c2ccc(F)cc2)CC1
-6	3	21	113	116	109	105	110	CC/C(=N/Nc1ccc(Cl)cc1)c1cnnc(SC)n1
7	0	13	101	97	95	94	98	COc1ccc(Nc2nc(CC(C)=O)ns2)cc1
-2	0	15	83	94	83	85	96	COc1ccc(C(=O)NCC(=O)Nc2cccc(S(=O)(=O)N3CCCC3)c2)cc1
14	3	-4	94	103	95	101	109	O=C(COC(=O)c1cc(C(F)(F)F)cc(C(F)(F)F)c1)NCc1ccc(Cl)cc1
8	3	2	101	104	101	102	103	COc1ccc(Br)cc1C(=O)NC(=S)Nc1c(C)n(C)n(-c2ccccc2)c1=O
4	1	-2	nt	87	88	88	84	COc1cccc(/C=C2\CCc3ccccc3C2=O)c1
20	1	9	102	102	111	100	102	COc1c(F)c(F)c(C(=O)Nc2ccc(-c3nc4ccccc4[nH]3)cc2)c(F)c1F
1	2	0	92	99	99	97	98	O=C(Nc1ccccc1)/C(=C\c1cccs1)NC(=O)c1ccccc1
7	1	-1	91	98	96	98	99	Cc1cccc([N+](=O)[O-])c1NC(=O)COC(=O)C1CCCO1 (stereo unspecified)
-4	0	11	93	97	98	96	94	COc1ccc(C(=O)C2CCCN(Cc3ccc(C#CCCO)cc3)C2)cc1F (stereo unspecified)
15	0	-6	104	105	105	nt	105	Cc1ccc(-c2csc(C3=C(O)CN(NC(=O)c4ccc([N+](=O)[O-])cc4)C3=N)n2)cc1
3	1	-3	95	97	93	92	98	COc1cccc(C2C(C#N)=C(N)N(c3ncn[nH]3)C3=C2C(=O)CCC3)c1 (stereo unspecified)
-11	4	-2	98	88	100	94	92	CC1C(C#N)=C(N)OC2=C1C(=O)CC(c1ccccc1)C2 (stereo unspecified)
10	2	-9	86	94	89	90	90	COc1cc2cc(CN(CCN3CCCC3)C(=O)Nc3ccc(F)cc3)c(=O)[nH]c2cc1OC
11	0	-2	111	97	116	99	98	O=C(c1c(F)c(F)c(F)c(F)c1F)N1CCN(Cc2ccc3c(c2)OCO3)CC1

# Next part.
VLA-4 inh	GRK2 inh	JMJD2C inh	LAP4-GFP MLPCN	MEP2-GFP yeast	AGP1 TOR yeast	CIT2-GFP yeast	RPL19A TOR yeast	canonical_smiles
4	1	-12	96	89	99	100	96	Cc1nn(CC(=O)N(C)c2c(N)n(Cc3ccccc3)c(=O)[nH]c2=O)c(C)c1[N+](=O)[O-]
-15	0	0	106	107	104	102	104	CCCCCCCNc1cccc(C)c1
-3	0	41	129	117	100	96	100	C=C(C)COc1ccc(-c2n[nH]c(C)c2-c2ccccc2)c(O)c1
-5	0	3	90	96	93	89	93	NC(=S)Nc1cccc2cn[nH]c12
-9	3	-7	85	81	94	80	91	COc1ccc(N2C(=O)C(CC(=O)Nc3ccc(F)cc3)N(CCc3cccs3)C2=O)cc1 (stereo unspecified)
1	25	nt	95	94	102	91	101	COc1ccc(CCNC(=O)c2cccnc2SC)cc1
-1	2	4	103	109	105	103	99	COc1ccc(N(CC(=O)Nc2cc(OC)ccc2OC)S(=O)(=O)c2c(C)noc2C)cc1
9	0	-3	96	99	95	96	100	COc1ccc(CNC(=O)NCc2ccc(OC)c(OC)c2)cc1OC
3	0	-20	108	92	92	88	91	c1ccc2c(c1)CCCN2c1nc(N2CCOCC2)nc(N2CCOCC2)n1
-3	0	7	101	95	93	91	95	CCCCn1c(N)c(N(CCC(C)C)C(=O)c2cc(Cl)nc3ccccc23)c(=O)[nH]c1=O
18	17	-3	102	106	102	120	102	NCc1cc2c3c(c1)CCCN3CCC2
3	2	2	99	95	93	88	92	COc1ccc(NC(=O)c2ccc(NC(=O)c3ccncc3)cc2)cc1
-4	6	-5	97	113	102	102	102	O=C(CCc1ccccc1)c1nnc(-c2ccccc2)o1
-2	21	-1	110	100	102	90	102	Nc1ccc(Nc2ccccc2)c(S(=O)(=O)O)c1
-2	2	-3	101	92	91	91	97	COc1ccc2nc3cccc(OC)c3nc2c1
6	1	9	90	83	94	113	105	CCC(=O)Nc1ccc(-c2csc(C)n2)cc1
-2	0	-7	93	104	97	100	101	CC(C)(C)C(=O)NC1CC2CCCC(C1)N2C(=O)Nc1ccccc1Cl (stereo unspecified)
7	0	2	89	98	93	96	99	Cc1ccccc1C(=O)OCCN1CCOCC1
-6	3	-5	89	101	97	98	101	COc1cccc(N2CC(C(=O)Nc3nnc(SCC(=O)NCc4ccco4)s3)CC2=O)c1 (stereo unspecified)
3	0	-15	94	98	99	100	95	Cc1ccc(S(=O)(=O)N(CC(=O)NCc2cccnc2)C2CCCCC2)cc1
1	1	-1	98	105	100	102	102	Cc1csc(NC(=O)CSc2nnc(-c3ccc(S(=O)(=O)N4CCCC4)cc3)o2)n1
-4	0	9	103	106	108	101	100	O=C(Nc1c(-c2cccs2)nc2ccccn12)c1ccccc1F
18	0	7	94	103	108	112	102	CCc1ccccc1NC(=S)N(CCN(C)C)C(C)c1ccccn1 (stereo unspecified)
-7	5	4	94	102	109	107	100	CCOc1ccc(S(=O)(=O)Nc2ccc3c(c2)OCO3)c2cccnc12
-8	5	6	118	99	95	89	97	CCCSc1nsc(NC(=O)CCC)n1
3	0	-2	110	111	118	101	108	CN(C)S(=O)(=O)c1cccc(NC(=O)COC(=O)c2cccn2C)c1
7	2	4	96	103	99	102	102	CC(C)(C)C1CCc2c(C(=O)NNC(=O)/C=C/C(=O)O)csc2C1 (stereo unspecified)
7	4	?	115	110	96	97	100	CCOC(=O)c1cnn(-c2ccc(C(F)(F)F)cn2)c1N
-7	2	-23	86	103	106	100	102	Cc1cc(C)c2ccc(C)[n+]([O-])c2c1O
10	0	5	106	106	103	103	105	CC(=O)c1ccc(OCc2cc(C(=O)N3CC4C[C@@H]5CC3C[C@H](C4)C5)no2)cc1

# New compounds follow
VLA-4 inh	GRK2 inh	JMJD2C inh	LAP4-GFP MLPCN	MEP2-GFP yeast	AGP1 TOR yeast	CIT2-GFP yeast	RPL19A TOR yeast	canonical_smiles
15	0	2	111	100	100	101	99	O=C1COc2ccc(C(=O)CSc3nc4ccccc4c(=O)n3-c3ccc(Cl)c(Cl)c3)cc2N1
-6	0	1	106	99	101	100	102	CCC(C)NC(=O)CO/N=C/c1ccccc1OC(F)F (stereo unspecified)
0	2	2	100	95	99	95	99	O=C(NCCc1c[nH]c2ccccc12)C(=O)NCC(c1ccco1)N1CCN(c2ccccc2F)CC1 (stereo unspecified)
-10	0	1	92	99	102	103	102	CCc1ccc(OCCOCCN2CCN(C)CC2)cc1
7	0	nt	95	103	98	100	100	CN(C)S(=O)(=O)c1ccc(C(=O)OCCn2cnc3c2c(=O)n(C)c(=O)n3C)cc1
12	8	8	106	101	101	102	102	COCCn1c(C)cc(C(=O)CSc2nnc(C3CC3)n2C2CC2)c1C
-8	0	8	97	104	105	104	102	CCOC(=O)C1=C(C)NC(=O)NC1/C=C\c1ccccc1 (stereo unspecified)
13	0	-1	104	108	104	95	110	Cc1ccsc1C(=O)NNC(=O)COc1ccc(Br)cc1
1	4	-12	105	105	104	97	105	CCCCSc1cc(C)nc2ncnn12
16	1	-2	66	95	89	106	107	CCOc1cc(CNCc2ccccc2)ccc1OCC(=O)NC1CCCCC1
-2	0	-4	88	92	89	98	92	c1ccn(-c2ccc(N3CCOCC3)cc2)c1
-1	3	-14	94	94	93	94	91	COc1ccc(C2CCCN2C(=O)Nc2cccc(C(C)=O)c2)cc1OC (stereo unspecified)
3	0	5	99	106	107	101	101	CCOc1ccc(/C=N/n2c(SC)nnc2-c2ccccc2)cc1OCC
7	0	-43	81	106	87	95	95	CCc1cc(=O)oc2c(C)c(OC(C)C(=O)NCCCN3CCOCC3)ccc12 (stereo unspecified)
10	2	0	95	112	110	112	109	Cc1cccc2c1NC(=O)C2(O)N1CCCC(C)C1 (stereo unspecified)
5	2	-2	104	99	97	92	97	Cc1cc(C(=O)CCC(=O)Nc2ccc(S(N)(=O)=O)cc2)c(C)s1
-24	1	5	98	107	108	105	101	O=C(CN(c1ccc(F)cc1)S(=O)(=O)c1ccc2c(c1)OCCO2)N1CCOCC1
7	2	3	94	99	94	108	98	Cc1cccc(C)c1N1C(=O)CN(Cc2ccccc2)C1=S
22	0	-3	106	109	97	94	101	COc1ccc(/C=C2\SC(=O)N(CC(=O)Nc3ccccc3O)C2=O)cc1OC
-8	2	-9	98	105	107	104	104	Cc1c(O)nc(SCC(=O)Nc2ccc3c4c(cccc24)CC3)n(-c2ccc(F)cc2)c1=O
1	2	5	89	95	96	90	94	Cc1ccccc1NC(=O)C1CC(=O)N(c2ccc3c4c(cccc24)CC3)C1 (stereo unspecified)
2	1	5	105	103	107	101	98	CC(C)c1ccc(NC(=O)[C@@H](NC(=O)N2CC(=O)Nc3ccccc32)C(C)C)cc1
-5	2	-11	89	92	90	90	87	CC(C)c1ccc(N(CC(=O)NCc2ccc(F)cc2)C(=O)c2csnn2)cc1

# Screening results (PubChem BioAssay)
